FID counter: compounds displacing fluorescent DNA intercalator, primary screen, artefact control for HCV NS3 helicase inhibitor project, biochemical, FID fluorescence | DNA fluorescent intercalator displacement | inhibition, % at 7.9 µM | 290,000 compounds, 0.17% hits | AID 1845, 2009; in the data active = inhibition above about 37%;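 also: 0% = vehicle and 100% = reference compound; higher means more ethidium bromide displaced from hairpin DNA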
SUMO HTRF inh: inhibitors of in vitro SUMOylation cascade, primary screen, biochemical, HTRF, uHTS. SUMO-conjugating enzyme UBC9 (Homo sapiens), P63279. HTRF SUMOylation assay, SAE1/SAE2 + UBC9. inhibition, % at 35 µM. 290,000 compounds, 0.36% hits. AID 2006, 2009; in the data active = inhibition above about 50%, passing the limit was not always enough; inconclusive = no clear call, values can overlap the other calls; also: strong numbers were not always called active
Target sequence (P63279 whole entry, looked up): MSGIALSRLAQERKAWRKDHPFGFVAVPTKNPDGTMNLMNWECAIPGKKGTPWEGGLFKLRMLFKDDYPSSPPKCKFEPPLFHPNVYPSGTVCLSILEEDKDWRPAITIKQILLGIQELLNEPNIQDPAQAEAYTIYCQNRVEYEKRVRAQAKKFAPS
IDE act: human IDE activators in live cells, primary screen, fluorescence polarization, HEK cells, FAbeta-B substrate. Insulin-degrading enzyme (Homo sapiens), P14735. FAbeta-B cleavage; 0% vehicle, 100% cell-free pure enzyme wells. activation, % at 5.96 µM. 340,000 compounds, 0.073% hits. AID 493087, 2011;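 active = activation above the mean of all tested compounds plus 3 SD, set per screening campaign, cut at about 17% in these data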
PHOSPHO1 inh: PubChem AID 1565. 290,000 compounds, 1.1% hits. recombinant PHOSPHO1, absorbance phosphatase assay. inhibition, % at 13.3 µM; in the data active = inhibition above about 60%
Target sequence (Q8TCT1 whole entry, looked up): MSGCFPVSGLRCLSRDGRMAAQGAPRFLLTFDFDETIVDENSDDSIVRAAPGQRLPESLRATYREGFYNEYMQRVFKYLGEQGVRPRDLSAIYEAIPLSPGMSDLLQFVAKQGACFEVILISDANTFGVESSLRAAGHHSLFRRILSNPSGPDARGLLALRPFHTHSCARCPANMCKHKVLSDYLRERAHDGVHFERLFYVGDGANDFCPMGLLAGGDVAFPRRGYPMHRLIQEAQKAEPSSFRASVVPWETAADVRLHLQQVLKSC
pCIP destab: p/CIP-EGFP fusion destabilizers, primary screen, fluorescence, F442A cells; 16 h; decrease of EGFP signal, % at 10 µM; 290,000 compounds, 0.01% hits; AID 1984, 2009;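 active = EGFP signal decrease of at least 30% at 10 µM or well 3 SD below plate mean, unless failing retest; inactive = the rest, including hits failing retest or dose response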; also: some compounds called inactive have numbers as strong as hits; many of its hits are not listed in these tables
IMP-1 inh: IMP-1 metallo-beta-lactamase inhibitors, primary screen, biochemical, epi-absorbance readout, Pseudomonas aeruginosa enzyme | 290,000 compounds, 0.45% hits | purified IMP-1, nitrocefin hydrolysis, epi-absorbance fluorescence | inhibition, % at 5.6 µM | AID 1556, 2009;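 active = inhibition above the mean plus 3 SD of all compounds in the same screening run, cut at about 4.5% in these data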;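 also: 0% = IMP-1 with DMSO and 100% = DMSO wells lacking enzyme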
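Assay system: purified recombinant IMP-1 beta-lactamase. Input: IMP-1 0.2 nM before substrate addition. Buffer or medium: Zinc- and detergent-supplemented HEPES buffer, pH 7.1. Schedule: 25 °C, 15 min preincubation, 25 min reaction. Signal: Epi-absorbance fluorescence, 480 nm excitation, 530 nm emission. Evaluation: percent inhibition from optical density relative to buffer-blank wells.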
VIM-2 inh: VIM-2 metallo-beta-lactamase inhibitors, primary screen, biochemical, epi-absorbance readout, Pseudomonas aeruginosa enzyme | AID 1527, 2009 | inhibition, % at 5.6 µM | purified VIM-2, nitrocefin hydrolysis, epi-absorbance fluorescence | 290,000 compounds, 0.89% hits;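 active = inhibition above the mean of all tested compounds plus 3 SD, cutoff set per screening run, cut at about 7.5% in these data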;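 also: red hydrolysis product quenches plate fluorescence so inhibitors raise well fluorescence; 0% = enzyme with DMSO and 100% = DMSO without enzyme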
MEKK3 PB1 HTS: modulators of MEKK3-MEK5 PB1 binding, primary screen, biochemical, wildtype MEKK3, multiplex bead flow cytometry, Alexa488-MEK5; AID 1529, 2009; binding response (% of control), % at 10 µM; Mitogen-activated protein kinase kinase kinase 3 (Homo sapiens), Q99759; 290,000 compounds, 1.4% hits; bead-based flow cytometry, Alexa488-MEK5 binding to MEKK3; actives lie on both sides; 0 = blocked by unlabeled MEK5, 100 = vehicle;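 active = binding response more than 3 SD above or below the average of its plate-row segment, actives on both sides; inconclusive = wells at one plate position flagged as instrument error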;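 also: Alexa488 bead fluorescence after subtracting the streptavidin-only scavenger bead signal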
Target sequence (Q99759 whole entry, looked up): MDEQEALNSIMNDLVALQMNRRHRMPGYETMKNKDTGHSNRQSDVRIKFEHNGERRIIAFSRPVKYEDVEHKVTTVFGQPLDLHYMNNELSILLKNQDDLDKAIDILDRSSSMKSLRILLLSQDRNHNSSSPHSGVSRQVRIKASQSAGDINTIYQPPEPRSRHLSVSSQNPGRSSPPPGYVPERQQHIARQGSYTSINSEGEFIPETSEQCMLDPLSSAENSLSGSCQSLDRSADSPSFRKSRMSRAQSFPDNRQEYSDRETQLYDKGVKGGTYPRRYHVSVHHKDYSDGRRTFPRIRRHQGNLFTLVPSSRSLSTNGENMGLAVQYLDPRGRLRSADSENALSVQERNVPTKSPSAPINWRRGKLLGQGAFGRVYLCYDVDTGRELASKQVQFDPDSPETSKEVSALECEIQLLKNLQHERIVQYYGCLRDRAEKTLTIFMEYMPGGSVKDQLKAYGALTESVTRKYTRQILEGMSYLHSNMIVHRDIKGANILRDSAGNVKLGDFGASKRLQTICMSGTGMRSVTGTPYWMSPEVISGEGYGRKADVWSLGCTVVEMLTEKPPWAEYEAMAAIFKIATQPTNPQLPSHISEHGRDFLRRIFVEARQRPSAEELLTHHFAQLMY
HCV NS3 hel inh: inhibitors of HCV NS3 helicase, primary screen, biochemical, Cy5 molecular beacon fluorescence; NS3 helicase DNA unwinding; inhibition, % at 10.9 µM; 290,000 compounds, 0.56% hits;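 active = inhibition above the mean of all tested compounds plus 3 SD, set per campaign, cut at about 35% in these data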;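 also: 0% = DMSO wells and 100% = thioflavine S control wells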
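test system = hepatitis C virus NS3 helicase domain fragment enzyme | reagent = annealed dual-labelled DNA beacon duplex, ATP-started | times = 1 h at 25 °C | detection = Cy5 fluorescence, 0 and 60 min reads | read-out basis = percent inhibition from t60/t0 fluorescence ratio | control set = DMSO and thioflavine S | replication = one well per compound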
Numbers without * were called inactive; ? = inconclusive; nt = no result given. This is a subset (hit frequency here may not be typical).

SMILES | HCV NS3 hel inh | VIM-2 inh | PHOSPHO1 inh | MEKK3 PB1 HTS | SUMO HTRF inh | pCIP destab | IDE act | FID counter | IMP-1 inh
COc1ccc(S(=O)(=O)N/N=C(/C)c2cccc(NC(=O)c3ccccc3Cl)c2)cc1 | -10 | -4.9 | 18 | nt | 5 | -3 | 1 | -13 | -3.0
Cc1cccc(N(C)C(=O)c2cc3c(=O)[nH]c4ccc(C)cc4c3s2)c1 | 5 | -1.8 | 13 | 93 | 55 | -3 | 6 | -8 | -2.1
COc1ccc2oc(C(=O)NCCN3CCOCC3)c(C)c2c1OC | 2 | 3.7 | 15 | 107 | 20 | -14 | -2 | 0 | 0.0
COC(=O)[C@@H](NC(=O)NC1CCN(Cc2ccccc2)CC1)C(C)C | 4 | -0.7 | -1 | 100 | 2 | 1 | 5 | 4 | -1.9
CCOC(=O)c1ccc(NC(=O)C2C3CCCCC32)cc1 (stereo not given) | -5 | -1.9 | 14 | 104 | -4 | 6 | 4 | -25 | -4.5
O=C(Nc1cccnc1Cl)c1cc(-c2cccc(O)c2)on1 | 1 | -1.2 | 18 | 101 | 4 | -2 | 3 | -9 | -1.6
O=C(Nc1ccc([N+](=O)[O-])cc1)c1cncc(Br)c1 | 9 | -3.3 | 48 | 118 | 15 | -9 | -4 | 6 | -2.5
Cc1ccc(NC(=O)CN(C)C(=O)Cn2cc(C(F)(F)F)ccc2=O)cc1 | 15 | -1.7 | 1 | 99 | 12 | -2 | -1 | -5 | -2.3
Clc1ccccc1Cn1c(/C=C/c2ccco2)nc2ccccc21 | 52* | 0.7 | -6 | 106 | 49 | -22 | -2 | -20 | -1.1
Cc1cnc(NC(=O)/C=C/c2ccc(Br)o2)s1 | 5 | -1.2 | -6 | 95 | 32 | -10 | 0 | -1 | 1.1
C=CCn1c(SCc2nnc(-c3ccccc3)o2)nnc1C(O)c1ccccc1 (stereo not given) | -1 | -1.6 | 0 | 105 | 0 | -4 | 4 | -33 | -3.8
O=c1c(Cc2c(F)cccc2Cl)c(O)ccn1CCc1c[nH]c2ccccc12 | -7 | -1.4 | 32 | 104 | -13 | 2 | -2 | -3 | -2.5
Cc1cc(C)c2c(N)c(C(=O)NNC(=O)c3ccccc3)sc2n1 | 4 | 1.6 | 32 | 96 | 35 | -9 | 10 | -7 | -1.0
CC(C)Oc1ccc(CCC(=O)NNC(=O)CCC(=O)O)cc1 | -6 | -3.4 | 10 | 89 | 28 | -8 | 7 | -8 | -2.6
Cc1ccc(OCC(=O)Nc2ccccc2C(=O)N2CCCC2)cc1 | 3 | -4.8 | 22 | 101 | 6 | -10 | 3 | -24 | -3.8
CCOC(=O)N1CCC(NCCNC(=O)c2ccccc2Cl)CC1 | 0 | -4.3 | 24 | 98 | 2 | -9 | 3 | 5 | -2.9
CCN(CC)C(=O)C1CCN(c2ncnc3c2cnn3-c2ccc(C)cc2C)CC1 | -7 | -0.5 | -24 | 99 | 4 | -1 | 1 | -31 | -2.9
CCCC(CCC(=O)Nc1ccc(S(N)(=O)=O)cc1)C(=O)O (stereo not given) | -3 | -0.1 | 23 | 107 | 12 | 0 | 3 | 2 | -3.6
Cc1cc(C(=O)O)oc(=O)c1 | -3 | -3.1 | 33 | nt | 10 | -3 | 2 | 3 | -2.2
CN(c1cccc(NC(=O)c2cccc([N+](=O)[O-])c2)c1)S(C)(=O)=O | 0 | -5.2 | 8 | 113 | 16 | -13 | 11 | 2 | -4.3
CCOC(=O)Nc1cccc(C(=O)O)c1 | -6 | 0.0 | -3 | 108 | -4 | 0 | 2 | 6 | -2.3
O=C1CCCC2=C1C(c1cccs1)n1ncnc1N2 (stereo not given) | 2 | -1.0 | -36 | 103 | 6 | -3 | -1 | 0 | -1.1
O=C(NCc1ccco1)c1cc([N+](=O)[O-])ccc1N1CCCCC1 | 14 | -0.3 | -4 | 102 | -8 | -12 | -1 | 1 | -3.9
O=[N+]([O-])c1cccc(N=NN(CCO)c2cccc([N+](=O)[O-])c2)c1 | -2 | -2.5 | 10 | 99 | 2 | 6 | -2 | 3 | -3.3
Cc1ccc(C)c(CN2CCCNC2=O)c1 | -4 | -3.7 | -1 | 92 | 2 | 0 | -1 | -2 | -4.1
COc1ccc2nc(NC(=O)C3=NN(c4ccccc4)C(=O)CC3)sc2c1 | 11 | -1.4 | 1 | 107 | 9 | -4 | 1 | -17 | -0.2
COc1cnc(-c2ccccc2)nc1Oc1ccc(Cl)cc1C | 19 | -3.0 | 48 | 107 | -1 | -16 | 7 | 1 | 0.0
COCCCNC(=O)CN(c1cc(Cl)cc(Cl)c1)S(C)(=O)=O | 11 | -2.3 | 6 | 93 | 9 | -1 | 0 | 0 | -1.8
O=C(CCN1C(=O)c2ccccc2S1(=O)=O)Nc1nc2c(s1)CCCC2 | -6 | 1.0 | -38 | 102 | 16 | -3 | -2 | -13 | -0.2
O=C1N(Cc2cccnc2)C[C@@H]2C[C@@H](c3ccccc3C(F)(F)F)N3CCC[C@@]123 | 7 | -0.1 | 22 | 72 | 14 | -12 | 1 | -21 | 0.0
COc1ccc(NC(=O)CC2C(=O)N(c3cccc(OC)c3)C(=O)N2C2CCCCC2)cc1 (stereo not given) | -4 | -0.7 | 22 | 100 | -4 | -15 | 4 | -19 | -1.9
N#Cc1cc(N2CCOCC2)nc2ccccc12 | 6 | -1.0 | 36 | 92 | 10 | -3 | -1 | -1 | -4.2
O=C(COC(=O)c1cc([N+](=O)[O-])ccc1N1CCOCC1)Nc1ncc(Cl)cc1Cl | 17 | 1.8 | 43 | 97 | 1 | 10 | 6 | -19 | 2.0
Nc1c(N(Cc2ccccc2)C(=O)COc2ccc(F)cc2)c(=O)[nH]c(=O)n1Cc1ccccc1 | 13 | -2.4 | nt | 107 | 10 | 5 | -6 | -21 | -1.6
CS(=O)(=O)c1cccc(NC(=O)C2CCCN2S(=O)(=O)c2ccc(F)cc2)c1 (stereo not given) | 3 | -1.8 | 14 | 100 | 14 | -1 | 3 | -6 | -5.0
CC(NC(=O)/C=C/c1ccc(Br)cc1)c1ccccc1 (stereo not given) | -15 | -1.2 | -9 | 91 | 5 | 9 | 1 | -7 | -2.0
O=C(O)c1ccc(/C=C2\SC(=S)N(Nc3ccccc3)C2=O)cc1 | 34 | -2.0 | 28 | 104 | 1 | -3 | -6 | -24 | -2.0
O=C1CCCC(O)=C1C=Nc1ccc2c(c1)oc1ccccc12 | 8 | -2.0 | 14 | 94 | 9 | 0 | 1 | -4 | -1.3
O=C(Oc1cc(-c2ccccc2)no1)c1ccc(Cl)cc1 | -2 | -1.1 | 7 | 68 | 16 | 26 | -1 | 0 | 1.9
c1ccc(C2CCC(N3CCNCC3)CC2)cc1 (stereo not given) | -29 | -2.7 | -17 | 100 | -5 | -24 | 3 | 24 | -3.1
COc1ccc(-n2nc3c(c2NC(=O)CCCCl)CSC3)cc1 | -11 | -1.0 | 18 | 100 | 8 | -9 | 7 | 3 | -3.9
NCCCNC(=O)c1cc2ccccc2[nH]1 | 2 | 0.2 | 10 | 106 | 17 | 7 | 5 | 2 | -0.4
CC(=O)c1c(N2CCN(Cc3ccc4c(c3)OCO4)CC2)nc(=S)n(-c2ccccc2)c1C | -1 | -2.3 | -40 | 66 | 11 | 31 | 0 | -14 | -2.0
CCN1CCCC1CNC(=O)c1ccc(CS(=O)(=O)c2ccccc2C)o1 (stereo not given) | -1 | -4.6 | 5 | 98 | -8 | -1 | 0 | 0 | -5.9
Cc1cc(O)c(/C=N/Nc2ccc(F)cc2)c(=O)o1 | 15 | -3.9 | -100 | 93 | 8 | 3 | nt | -2 | -3.0
O=c1c(-c2ccc(Br)cc2)coc2c(CN3CCOCC3)c(O)ccc12 | 5 | -0.6 | 4 | 98 | 30 | -13 | 12 | 1 | -1.1
Cc1ccc(/C=N/n2c(C)cc(C)c(C#N)c2=O)o1 | 11 | -1.8 | -4 | 77 | 0 | -20 | -3 | 4 | 0.5
CCN(CC(=O)NCc1ccc(F)cc1)C(=O)c1ccc(C(=O)c2ccccc2)cc1 | 32 | -1.7 | -12 | 98 | 7 | -8 | 3 | -44 | -4.8

Single records, as listed above. Screens in order: HCV NS3 hel inh, VIM-2 inh, PHOSPHO1 inh, MEKK3 PB1 HTS, SUMO HTRF inh, pCIP destab, IDE act, FID counter, IMP-1 inh
Shown for NCCCNC(=O)c1cc2ccccc2[nH]1 = 2, 0.2, 10, 106, 17, 7, 5, 2, -0.4
Shown for CCN1CCCC1CNC(=O)c1ccc(CS(=O)(=O)c2ccccc2C)o1 (stereo not given) = -1, -4.6, 5, 98, -8, -1, 0, 0, -5.9

The results go on.
SMILES | HCV NS3 hel inh | VIM-2 inh | PHOSPHO1 inh | MEKK3 PB1 HTS | SUMO HTRF inh | pCIP destab | IDE act | FID counter | IMP-1 inh
Cc1cccc(-n2c(SCC(=O)Nc3nnc(C)s3)nnc2-c2ccoc2C)c1 | 1 | -3.9 | -3 | 102 | 18 | 6 | 0 | -29 | -4.3
CCOC(=O)c1c(NC(=O)CSc2nnc(-c3ccccc3)n2CC)sc(C(C)=O)c1C | -12 | 2.0 | 37 | 103 | -5 | -18 | 5 | -22 | -3.3
Cc1c(Cl)cccc1NC(=S)NC1CCCC1 | -1 | -1.5 | nt | 110 | 4 | -6 | 0 | -10 | -1.2
O=C1CCCN1c1ccc(S(=O)(=O)Nc2cccnc2)cc1 | -3 | -3.1 | 8 | 97 | -2 | -2 | 1 | 2 | -3.5
COc1ccc(C(=O)NCc2nnc(SCC(=O)N3CCc4ccccc43)n2Cc2ccccc2)cc1 | 4 | -0.7 | 3 | 102 | -2 | 5 | 6 | -3 | -4.5
CN1CCCC1CCNc1ccc2c(=O)c3ccccc3oc2c1 (stereo not given) | -6 | 17* | -99 | 99 | ? | 5 | -3 | 20 | -2.2
COc1ccc(C(C(=O)NCC2CCCO2)N(C(=O)CNC(=O)c2cccs2)c2ccccc2)cc1OC (stereo not given) | 6 | -0.6 | -5 | 96 | 10 | -7 | 5 | -25 | -2.4
COCCOC(=O)c1c(C)oc2ccc(OC(=O)c3ccc4c(c3)OCO4)cc12 | 4 | -0.5 | -6 | 96 | -12 | 1 | -3 | 2 | -1.7
CCCSc1nc(-n2ncc(C#N)c2N)c2c3c(sc2n1)CCC(C)C3 (stereo not given) | -3 | -2.6 | 5 | 105 | 2 | -8 | 1 | -5 | -0.7

Source: PubChem BioAssay
